# CHO-K1 Ca PAM: M1 PAM counterscreen hit in parental CHO-K1 cells. ATP EC20, Fluo-8 calcium fluorescence; 0% at ATP EC20, 100% at ATP max. activation, % at 3 µM. hit rate 0.02% among 360,000. AID 602247;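 active = activation above the run cutoff, the mean activation of all test compounds plus 3 SD, cut at about 40% in these data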;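 also: peak over basal fluorescence ratio in a 140 s read after ATP addition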
# CHRM1 agonist: activates human CHRM1 receptor. P11229. CHO-K1 hM1, Fluo-8 calcium fluorescence, agonist mode; 0% DMSO, 100% acetylcholine EC100. activation, % at 3 µM. hit rate 0.33% among 360,000;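 active = activation above the run's mean compound activation plus 3 SD, cut at about 16% in these data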;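 also: peak over basal fluorescence ratio within a 140 s kinetic read after compound addition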
# Target sequence (P11229 whole entry, looked up): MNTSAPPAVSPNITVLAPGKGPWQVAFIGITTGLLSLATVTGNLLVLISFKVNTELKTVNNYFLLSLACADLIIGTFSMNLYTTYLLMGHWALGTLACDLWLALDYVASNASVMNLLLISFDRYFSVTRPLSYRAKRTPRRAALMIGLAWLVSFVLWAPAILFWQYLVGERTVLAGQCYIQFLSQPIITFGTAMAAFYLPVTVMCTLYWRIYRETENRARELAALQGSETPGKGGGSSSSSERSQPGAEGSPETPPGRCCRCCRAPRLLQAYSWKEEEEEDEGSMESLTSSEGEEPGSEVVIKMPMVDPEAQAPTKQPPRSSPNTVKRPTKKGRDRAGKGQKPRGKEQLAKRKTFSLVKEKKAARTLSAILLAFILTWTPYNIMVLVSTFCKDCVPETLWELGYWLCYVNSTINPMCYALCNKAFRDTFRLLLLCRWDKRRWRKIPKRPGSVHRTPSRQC
# TAAR1 agonist: human TAAR1 agonism. CHO RD-HGA16 TAAR1, Fluo-8 calcium fluorescence; vehicle wells 0%, saturating PEA agonist 100%. activation, % at 3 µM. hit rate 0.99% among 360,000;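 active = activation above the mean activation of all test compounds in the run plus 3 SD, cut at about 38% in these data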
# Target sequence (Q96RJ0 whole entry, looked up): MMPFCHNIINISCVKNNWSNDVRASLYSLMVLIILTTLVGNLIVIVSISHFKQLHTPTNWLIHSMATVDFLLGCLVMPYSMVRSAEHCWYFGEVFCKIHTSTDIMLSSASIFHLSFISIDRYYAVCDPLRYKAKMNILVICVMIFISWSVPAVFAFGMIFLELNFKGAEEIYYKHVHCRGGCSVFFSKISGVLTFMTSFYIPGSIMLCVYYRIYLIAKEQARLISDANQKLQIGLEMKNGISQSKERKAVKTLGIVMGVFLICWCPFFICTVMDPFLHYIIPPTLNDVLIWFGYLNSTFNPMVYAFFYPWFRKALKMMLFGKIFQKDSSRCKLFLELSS
#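 Repeats: no replicates (n 1) | Material: CHO-derived RD-HGA16 cells with stable Gα16 and human TAAR1 | Technique: Kinetic Fluo-8 calcium fluorescence | Schedule: 17-24 h seeding, 75 min 37 °C dye, 30 min RT | Evaluation: % activation from peak over basal fluorescence ratio, DMSO-to-PEA scaled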
# CHRM1 antagonist: human CHRM1 antagonism; P11229; CHO-K1 hM1, Fluo-8 calcium fluorescence, ACh EC80 antagonist; inhibition, % at 3 µM; hit rate 1.3% among 360,000; AID 588852;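 active = percent inhibition above its own plate's cutoff, namely the mean of that plate's compound wells plus 3 SD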;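 also: peak over basal fluorescence ratio during 140 s after agonist addition; 0% = ACh EC80 plus DMSO and 100% = DMSO alone without agonist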
# M1 PAM: positive allosteric modulators of human M1 muscarinic receptor | P11229 | CHO-K1 hM1, Fluo-8 calcium fluorescence, ACh EC20; 0% = ACh EC20, 100% = maximal ACh | activation, % at 3 µM | hit rate 0.088% among 360,000 | AID 588819; in the data active = activation above about 19%, passing the limit was not always enough
# TAAR1 antagonist: human TAAR1 antagonism; Q96RJ0; CHO RD-HGA16 TAAR1, Fluo-8 calcium fluorescence, antagonist; inhibition, % at 3 µM; hit rate 1.5% among 360,000; AID 624466;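 active = inhibition above a per-plate cutoff, the mean inhibition of test compounds on that plate plus 3 SD, cut at about 49% in these data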;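 also: 0% = DMSO plus EC80 beta-PEA response and 100% = DMSO alone without agonist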
#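 System: CHO RD-HGA16 cells bearing hTAAR1. Reagent: EC80 β-phenethylamine stimulus. Schedule: seeding 17-24 h prior, 75-min 37 °C, 30-min RT dye loading. Signal: Fluo-8 intracellular calcium dye fluorescence, real-time kinetic reads. Read-out: % inhibition from peak post-agonist over basal fluorescence ratio. Benchmarks: vehicle wells and EC80 agonist wells. Replicates: n of 1.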
# M1 ag parental: M1 agonist counterscreen hit in parental CHO-K1 cells. Fluo-8 calcium fluorescence; scaled to maximal ATP response, vehicle zero. activation, % at 3 µM. hit rate 0.48% among 360,000. AID 602248; in the data active = activation above about 15%;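 also: untransfected CHO-K1 host cells lacking M1 receptor as counterscreen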
# CHO parental Ca: counter-screen: ATP calcium response change in parental CHO cells. hit rate 0.63% among 330,000. AID 463079. inhibition, % at 5.6 µM. parental CHO-K1, ATP-induced calcium, Fluo-8 fluorescence;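 active = inhibition above that plate's mean sample inhibition plus 3 SD, cut at about 26% in these data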;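 also: 0% = ATP-challenged DMSO wells and 100% = DMSO wells without ATP; some compounds past the cut are filed as inactive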
#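 material = parental CHO cells | also added = ATP as calcium-mobilizing challenge | dosing = single point at 5.6 µM | detection = intracellular calcium via Fluo-8 no-wash fluorescent dye | read-out = % inhibition | benchmarks = low control ATP plus DMSO, high control DMSO only | repeats = one well per compound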
# CHO-K1 Ca antag: counter-screen for M1 antagonists: effect in parental CHO-K1 cells; ATP-induced calcium, Fluo-8 fluorescence; hit rate 0.6% among 360,000; inhibition, % at 3 µM;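 active = inhibition above a per-plate cutoff, the plate's mean sample inhibition plus 3 SD, cut at about 24% in these data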;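 also: 0% = DMSO plus EC80 ATP and 100% = DMSO alone without ATP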
# Active calls of the source: *; . = not tested or not shown.
SMILES,CHO-K1 Ca PAM,CHRM1 agonist,TAAR1 agonist,CHRM1 antagonist,M1 PAM,TAAR1 antagonist,M1 ag parental,CHO parental Ca,CHO-K1 Ca antag
Cc1cc(-c2csc(NC(=O)c3ccc(=O)n(C)n3)n2)c(C)n1CC1CCCO1 (stereo not given),15,1,.,-16,9,.,0.5,-4,-7
Cn1nnnc1SCC(=O)Nc1ccc(Cl)cn1,2,1,3,-5,8,-23,4.9,-3,3
CC(C)N(CC#CCC(O)(c1ccccc1)c1ccccc1)C(C)C,22,-10,7,39*,-23,-10,1.3,-11,-8
CC(=O)NC(=S)Nc1ccc(NC(=O)c2cccs2)cc1,17,-5,2,4,-3,1,1.6,-10,-4
CCCN1CCC2(CC1)NC(C(=O)O)Cc1c2[nH]c2ccccc12 (stereo not given),2,-1,.,-5,5,.,0.0,.,-15
CCOc1ccc(NC(=O)c2ccc3c(SCC(=O)O)c4c(nc3c2)CCCC4)cc1,19,-11,10,1,7,5,1.1,-15,-16
CCCCCCC1CC(C)(/C(C)=N/NC(N)=O)OC1=O (stereo not given),5,-5,13,5,-4,12,0.3,-1,5
CCCCc1nnc(NC(=O)c2ccc3c(=O)n4c(nc3c2)CCC4)s1,-1,0,1,-12,14,-4,0.1,-5,-2
CCOC(=O)c1cnc2nc(NCc3ccc(OCc4ccccc4)cc3)[nH]n2c1=O,18,-4,3,-11,4,-15,0.6,-3,-14
Cc1csc(NC(=O)C2CCN(C(=O)CSc3nnc(C)n3Cc3ccccc3)CC2)n1,22,-6,10,-10,7,-14,2.2,-5,-3
O=[N+]([O-])c1ccc(CN2[C@H](COCc3ccccc3)[C@@H](N3CCCC3)CS2(=O)=O)cc1,7,-4,1,0,-2,12,1.4,.,3
Cc1cc(C(=O)COc2ccccc2[N+](=O)[O-])c(C)n1-c1cccc(S(=O)(=O)N2CCOCC2)c1,18,-13,4,0,-4,-1,1.3,-17,-5
COc1cc(OC)c(NS(=O)(=O)c2cc3[nH]c(=O)c(=O)[nH]c3cc2C)cc1Cl,1,-4,5,-2,6,-7,0.3,-6,-7
CC1(C)C(=O)OC(C(=O)c2ccc(C(C)(C)C)cc2)C(C)(C)C1=O (stereo not given),-10,-4,5,12,-5,5,-0.3,-14,4
CCOC(=O)C1(Cc2cccc(Cl)c2)CCCN(C(=O)c2cnn(CC)c2)C1 (stereo not given),-9,-1,0,-9,11,0,0.6,-17,3
Cc1cc(C)n(CCOc2nonc2N)n1,15,-3,0,-9,11,9,0.4,-9,-25
C[C@H]1CN(S(=O)C(C)(C)C)[C@H](CCO)/C1=C\c1ccccc1 (stereo not given in full),12,-2,0,-13,10,8,0.3,.,-8
CCc1ccc(CN2CCCC(CNC(=O)c3cc(OC)cc(OC)c3)C2)cc1 (stereo not given),18,-10,1,2,-4,-10,1.3,-16,-14
CCc1cc2c(=O)c(-c3cnn(-c4ccccc4)c3)c(C)oc2c(CN2CCCCC2)c1O,11,-6,0,4,2,-9,0.2,-12,-9
CCc1ccc(C(C(=O)NC2CCCC2)N(Cc2cccnc2)C(=O)c2csnn2)cc1 (stereo not given),-9,-3,1,-3,-1,7,0.9,-21,-9
CCN(CC(=O)NCc1ccc(Cl)cc1)C(=O)COc1cccc(C(F)(F)F)c1,-8,-3,0,-20,9,-6,0.5,-17,2
CCOC(=O)C1CN(S(=O)(=O)c2ccc(F)cc2)C1,-6,0,5,1,4,0,0.1,-2,0
Cc1cccc(C)c1OCCN1C(=O)NC(C)(c2ccccc2)C1=O (stereo not given),-11,-5,9,1,-4,8,1.4,-21,-10
C=CCOc1c(Br)cc(/C=C2\SC(=Nc3ccccc3)NC2=O)cc1OC,13,-1,7,-7,0,22,2.8,.,-3
COc1ccccc1/C=N/NC(=O)c1[nH]c(C)c(C(=O)N/N=C/c2ccccc2OC)c1C,6,-3,7,-8,2,15,2.0,-26,0
SMILES,CHO-K1 Ca PAM,CHRM1 agonist,TAAR1 agonist,CHRM1 antagonist,M1 PAM,TAAR1 antagonist,M1 ag parental,CHO parental Ca,CHO-K1 Ca antag
CCc1cc2c(NC(Cc3ccccc3)C(=O)O)ncnc2s1 (stereo not given),2,-3,1,-9,9,-4,-0.1,.,0
NC(=S)Cc1nc(-c2ccccc2)cs1,-10,-2,3,12,-8,5,2.2,13,32*
CCc1ccc(C2=NN(CCC(=O)NC3CCCCCC3)C(=O)CC2)cc1,6,-5,1,8,-4,-25,-1.4,-28,-10
CCc1ccc(NC(=O)CN2CCc3ccccc3C2)cc1,-7,-6,9,1,4,-12,-0.2,-16,24*
Cc1cccc(-c2nn(-c3ccccc3)cc2C(=O)N(C)CC(=O)Nc2ccc(N3CCOCC3)cc2)c1,11,-4,2,-11,8,7,1.6,-4,-7
O=C(Cn1nnc(-c2ccc(Cl)cc2)n1)NC1CC2CCC1C2 (stereo not given),8,-4,6,-20,-3,-1,1.1,17,-2
Cc1ccc(CN(Cc2ccccn2)C(=O)Nc2ccc(C)c(C)c2)cc1,-8,-4,0,-1,1,-23,-0.5,-4,1
COc1cccc(N2CC(=O)N(c3cccc(OC)c3)CC2=O)c1,5,-8,3,-8,7,-16,-0.1,1,-10
C[C@H](NC(=O)c1ccc(Cl)cc1)C(=O)NCCc1ccc(S(N)(=O)=O)cc1,24,-11,7,-5,12,17,1.3,-15,-2
CCCCC/C=C\C[C@H](O)/C=C/c1cccc(C[C@H](O)CCCCO)n1,14,-4,1,-23,5,5,1.1,-11,-7
COc1ccc2c(c1)[nH]c1c(=O)n(/N=C/c3ccc(OC)c(COc4ccccn4)c3)cnc12,19,-7,3,-10,8,11,0.2,-9,-14
CCOC(=O)c1oc2ccc(CNCCO)c(Cl)c2c1C,1,-8,4,-5,-14,-7,0.5,-17,9
CCCCN(C(=S)Nc1ccccc1)C1CCS(=O)(=O)C1 (stereo not given),12,-1,6,16,-4,8,3.8,-9,7
O=c1cc(CN2CCN(c3cccc(Cl)c3)CC2)c2cc3c(cc2o1)CCCC3,15,-5,4,1,0,0,-0.1,-18,-5
NC(=O)c1cc(C(=O)c2cccc(Cl)c2Cl)c[nH]1,6,-2,7,0,0,-6,1.7,-7,-5
Cc1ccc(CNC(=O)Cn2cccc2C(=O)c2ccccc2C)cc1,13,-3,2,2,6,14,6.8,-13,-8
Cc1cccc(C)c1NC(=O)c1c(O)c2ccccc2[nH]c1=O,-2,-2,20,-14,8,-5,0.1,-14,-8
CC(=O)c1ccc(NC(=O)c2ccc3snnc3c2)cc1,4,-1,3,6,-5,-4,4.1,0,-8
Clc1ccc(/C=N/Nc2ncnc3ccccc23)cc1Cl,6,-1,45*,8,1,14,0.6,-20,5
COc1ccc(NC(=S)NC(=O)Cc2ccccc2)cc1,12,-1,14,-10,5,-7,10,-12,-1
CCc1cc2cccc(C)c2nc1SCC(=O)NNC(=O)c1ccco1,5,-5,13,-35,8,-11,0.5,-21,-18
COc1ccccc1-n1c(C)nnc1SCC(=O)Nc1cccc(C(C)=O)c1,12,-4,4,-6,11,-15,0.1,-9,-2
CC(C)(C)C(=O)NNC(=O)CCCOc1ccc(Cl)cc1Cl,21,-6,6,-4,9,6,1.4,-11,-7
N#C/C(=C\c1cc(Cl)cc(Cl)c1O)C(=O)NC1CCCCC1,18,-1,22,-20,16,2,0.2,-16,-11
Cc1ccc(C(=O)NC2CCCC(C)C2C)cc1S(=O)(=O)N1CCCCC1 (stereo not given),-7,-4,-3,15,-10,-54,-0.5,-7,-4
SMILES,CHO-K1 Ca PAM,CHRM1 agonist,TAAR1 agonist,CHRM1 antagonist,M1 PAM,TAAR1 antagonist,M1 ag parental,CHO parental Ca,CHO-K1 Ca antag
O=C(Nc1ccccc1C(F)(F)F)c1cc2ncc(CCCl)cn2n1,-4,-7,0,1,-1,-19,-0.1,-9,2
O=C(Nc1ccc(F)c(Cl)c1)Nn1cnnc1,20,0,6,-15,12,-7,2.8,-2,-9
c1ccc(-n2nnc3cnccc32)cc1,-4,-4,-1,2,0,6,-0.2,-17,8
Cc1c(O)cc2n(c1=O)-c1ccccc1C2(C)C,14,-7,9,-8,9,8,0.8,1,-16
CC(C)Sc1ccccc1C(=O)Nc1ccc2c(c1)n(C)c(=O)n2C,-17,-4,8,-3,-1,-1,2.1,.,16
CC(C)(C)c1ccc(C(=O)NCC(=O)OCCN2C(=O)c3ccccc3C2=O)cc1,10,-2,4,3,8,-17,0.8,-29,7
CCOC(=O)NCc1ccc2c(c1)OCO2,8,-3,5,-18,1,5,0.0,-22,1

# An excerpt from the list above:
SMILES,CHO-K1 Ca PAM,CHRM1 agonist,TAAR1 agonist,CHRM1 antagonist,M1 PAM,TAAR1 antagonist,M1 ag parental,CHO parental Ca,CHO-K1 Ca antag
Cc1ccc(CNC(=O)Cn2cccc2C(=O)c2ccccc2C)cc1,13,-3,2,2,6,14,6.8,-13,-8
Cc1cccc(C)c1NC(=O)c1c(O)c2ccccc2[nH]c1=O,-2,-2,20,-14,8,-5,0.1,-14,-8
CC(=O)c1ccc(NC(=O)c2ccc3snnc3c2)cc1,4,-1,3,6,-5,-4,4.1,0,-8
Clc1ccc(/C=N/Nc2ncnc3ccccc23)cc1Cl,6,-1,45*,8,1,14,0.6,-20,5
COc1ccc(NC(=S)NC(=O)Cc2ccccc2)cc1,12,-1,14,-10,5,-7,10,-12,-1
CCc1cc2cccc(C)c2nc1SCC(=O)NNC(=O)c1ccco1,5,-5,13,-35,8,-11,0.5,-21,-18
COc1ccccc1-n1c(C)nnc1SCC(=O)Nc1cccc(C(C)=O)c1,12,-4,4,-6,11,-15,0.1,-9,-2
CC(C)(C)C(=O)NNC(=O)CCCOc1ccc(Cl)cc1Cl,21,-6,6,-4,9,6,1.4,-11,-7
N#C/C(=C\c1cc(Cl)cc(Cl)c1O)C(=O)NC1CCCCC1,18,-1,22,-20,16,2,0.2,-16,-11
Cc1ccc(C(=O)NC2CCCC(C)C2C)cc1S(=O)(=O)N1CCCCC1 (stereo not given),-7,-4,-3,15,-10,-54,-0.5,-7,-4
O=C(Nc1ccccc1C(F)(F)F)c1cc2ncc(CCCl)cn2n1,-4,-7,0,1,-1,-19,-0.1,-9,2
O=C(Nc1ccc(F)c(Cl)c1)Nn1cnnc1,20,0,6,-15,12,-7,2.8,-2,-9
c1ccc(-n2nnc3cnccc32)cc1,-4,-4,-1,2,0,6,-0.2,-17,8
Cc1c(O)cc2n(c1=O)-c1ccccc1C2(C)C,14,-7,9,-8,9,8,0.8,1,-16

# Source: PubChem
